Screening data (PubChem BioAssay)
Cycloheximide cs – Cycloheximide Counterscreen for Small Molecule Inhibitors of Shiga Toxin; cell reporter, cycloheximide protein synthesis inhibition counterscreen; max response, %; AID 2314, 2010; 12% of 300,000 active; in the data active = max response mostly above about 13%, no sharp cut-off; inactive = mostly below about 14%; also: read at 38.3 µM for the half of the compounds with a filed dose; 0% is about no effect
LmPK inhibitor – qHTS Assay for Inhibitors of Leishmania Mexicana Pyruvate Kinase (LmPK); Q27686; AID 1721, 2009; purified LmPK, Kinase-Glo ATP luminescence, 1 h; 0.37% of 290,000 active; Potency, µM (highest dose often 57.5 µM), for inactives: at the top dose activity change, negative = inhibition, usual class: inhibitors; also: potency is read from the fitted curve at half-maximal effect; % is scaled to controls: 0 for no effect and ±100 for the full control effect
Target sequence (Q27686 whole entry, looked up): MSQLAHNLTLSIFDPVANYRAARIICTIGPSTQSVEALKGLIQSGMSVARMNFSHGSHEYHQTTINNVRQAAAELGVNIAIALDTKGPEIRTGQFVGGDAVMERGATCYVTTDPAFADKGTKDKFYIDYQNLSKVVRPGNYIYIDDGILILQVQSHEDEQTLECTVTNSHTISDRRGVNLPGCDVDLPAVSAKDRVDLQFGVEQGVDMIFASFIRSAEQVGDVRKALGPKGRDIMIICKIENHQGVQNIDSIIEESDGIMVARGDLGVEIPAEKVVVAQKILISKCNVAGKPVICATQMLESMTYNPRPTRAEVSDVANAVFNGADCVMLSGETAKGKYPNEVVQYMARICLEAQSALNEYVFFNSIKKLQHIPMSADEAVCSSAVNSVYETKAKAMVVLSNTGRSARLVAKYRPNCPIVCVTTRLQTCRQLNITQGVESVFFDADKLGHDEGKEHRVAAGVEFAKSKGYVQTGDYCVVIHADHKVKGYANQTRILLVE
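0.1 nM LmPK, 0.5 mM PEP, 0.1 mM ADP; 50 mM imidazole pH 7.2, 7 mM MgCl2, 50 mM KCl; 1 h RT. Kinase-Glo luminescence readout, normalized to no-enzyme (full inhibition) and uninhibited wells.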
Pf growth 96h – Primary qHTS for delayed death inhibitors of the malarial parasite plastid, 96 hour incubation | P. falciparum luciferase reporter growth, 96 h | Potency, µM (highest dose often 28.7 µM), for inactives: top-dose activity change, negative = inhibition, actives largely listed as inhibitors | 6.9% of 320,000 active | AID 504834, 2011; also: potency is read from the fitted curve at half-maximal effect; % is scaled to controls: 0 for no effect and ±100 for the full control effect
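Two parasite generations (96 h, 37 C, 5% CO2) of compound exposure in infected erythrocytes (0.05% parasitemia, 2% hematocrit). Luciferase-reporter P. falciparum; decreased luminescence indicates inhibited growth, aimed at apicoplast-acting delayed death.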
HCV inhibitor – qHTS Assay for Inhibitors of Hepatitis C Virus (HCV); Huh7.5.1 HCVcc-Cre infection, luciferase reporter, 44 h; AID 651820, 2012; 3.4% of 340,000 active; Potency, µM (doses to about 41.8 µM), inactives show top-dose activity change, negative = inhibition, actives largely listed as inhibitors; also: potency is read from the fitted curve at half-maximal effect; % is scaled to controls: 0 for no effect and ±100 for the full control effect
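Cells seeded at 1,000/well and cultured 4 h, then compounds added followed by HCVcc-Cre virus (~0.5 moi). After 44 h further culture, luciferase substrate was added, plates held 15 min at room temperature, and luminescence read for 15 sec.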
Shiga inhibitor – A qHTS for Small Molecule Inhibitors of Shiga Toxin; 9.2% of 290,000 active; Vero cells, Shiga toxin protein synthesis inhibition reporter; AID 2315, 2010; inhibition, % at 38.7 µM; in the data active = inhibition mostly above about 28%, no sharp cut-off; inactive = mostly below about 43%; also: 0% is about no effect
Pf growth 48h – Primary qHTS for delayed death inhibitors of the malarial parasite plastid, 48 hour incubation; P. falciparum luciferase growth in erythrocytes, 48 h; Potency, µM (highest dose often 28.7 µM), for the others: top-dose activity change, negative = inhibition, hits mostly inhibitors; 5.9% of 310,000 active; also: potency is read from the fitted curve at half-maximal effect; % is scaled to controls: 0 for no effect and ±100 for the full control effect
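Parasite viability was followed by luminescence of a genomically integrated firefly luciferase. Cultures held 0.1% parasitemia at 2% hematocrit (final), incubated under 5% CO2 at 37 C.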
Tb PYK inh – qHTS of Trypanosoma Brucei Inhibitors. Potency, µM (doses to about 76.8 µM), for inactives: top-dose activity, negative = inhibition, most hits filed as inhibitors. TbPYK enzyme, Kinase-Glo Plus ATP luminescence, 45 min. pyruvate kinase (Trypanosoma brucei), Q57TT1. 0.12% of 410,000 active; also: potency is read from the fitted curve at half-maximal effect; % is scaled to controls: 0 for no effect and ±100 for the full control effect; nearly all actives have a fitted effect of over 50% in size
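Luminescent Kinase-Glo Plus end-point after 45 min room-temperature reaction of T. brucei pyruvate kinase started with 130 uM ADP (final). Buffer TEA 50 mM pH 7.2 with KCl, MgCl2, BSA, Tween-20; titration-based qHTS with fitted concentration-effect curves.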
Active calls of the source: *; u = inconclusive; x = not tested or not shown; & = joins results of further samples; [ ] = remark or other dose. Unless noted, calls follow the shape of the dose curve; as a rule, active = well fitted curve in the direction sought with a large enough effect; inconclusive = small, poorly fitted or top-dose-only effect, or another doubt; inactive = no such curve, though single readings can be large; an effect the other way counts as inactive or inconclusive.

SMILES | Cycloheximide cs | LmPK inhibitor | Pf growth 96h | HCV inhibitor | Shiga inhibitor | Pf growth 48h | Tb PYK inh
O=C1C(c2ccc(F)cc2)N(Cc2ccc3c(c2)OCO3)C(=O)CN1C1CCCC1 (configuration not stated) | -5.9 | 0.4% | u | -23.2% | -13.5 | u | 0.5%
COc1cc(OC)nc(NC2OC(=O)c3ccccc32)n1 (configuration not stated) | -2.0 | -6.2% | 0.5% | 14.1%&10.6% | -2.6 | -1.0% | -1.3%
COc1cc2ccccc2cc1C(=O)Nc1ccc(Br)cn1 | 25.0* | -4.8% | u | -0.9% | 86.3 | -30.6% | 1.3%
COc1ccc(N2C(=O)CSC2c2cccs2)cc1 (configuration not stated) | -2.6 | 2.0% | -16.3% | 33.9%[activator] | -3.3 | -4.4% | -0.5%
CCC(C)NC(=O)Cn1ccc2cc(S(=O)(=O)N3CCCCCC3)ccc21 (configuration not stated) | 3.3 | 1.0% | u | 1.4% | -10.9 | -2.7% | -4.0%&0.0%
O=C(NCc1ccc(N2CCCC2=O)cc1)c1cccc(Cl)c1 | 0.7 | 5.5% | 14.3% | 10.5% | -9.6 | 9.7% | 1.1%
COc1ccc(OCCCC(=O)N2CCCc3ccccc32)cc1 | 5.5 | 0.6% | x | u | -7.2 | -7.0% | -5.3%
Cc1nc(N2CCN(S(=O)(=O)c3cccc4nonc34)CC2)c2c3c(sc2n1)CCCC3 | -4.7 | 0.5% | x | u | -5.0 | 8.8% | -5.1%
CC(C)[C@H](NC(=O)c1ccccc1)C(=O)OCC(=O)N1CC2(C)CC1CC(C)(C)C2 (some centres not stated) | -1.8 | 1.1% | u | 2.5% | -6.0 | -10.9% | 2.4%
COc1nc(-c2ccccc2)ccc1-c1noc(-c2ccc(F)cc2)n1 | -4.8 | 3.5% | u | x | 11.3 | 26.1% | x
CC(C)(C)c1ccc(C(=O)c2c[nH]c(C(=O)O)c2)cc1 | 29.3* | 0.0% | 322.9%[activator] | 18.9% | 36.1 | 207.6%[activator] | 3.4%
COc1cccc(OC)c1C(=O)Nc1ccc(S(=O)(=O)N2CCCCC2)cc1 | -4.5 | 0.3% | 3.29µM* | -18.4% | -3.6 | -17.3% | -1.6%
COc1ccc2[nH]c(=O)cc(C(=O)O)c2c1 | -3.0 | 0.9% | u | -3.0% | -8.3 | 12.4% | -2.1%
O=C(c1cccc(C(F)(F)F)c1)N1CCCC1 | -2.4 | 0.0% | u | -3.5% | -3.7 | 4.3% | -4.7%
COCC(C)n1c(C)cc(C(=O)COC(=O)c2ccc3c(c2)NC(=O)CS3)c1C (configuration not stated) | 15.0 | 3.4% | 7.38µM* | u | 26.9 | 10.4µM* | -7.5%

Four successive compounds out of the list so far:
SMILES | Cycloheximide cs | LmPK inhibitor | Pf growth 96h | HCV inhibitor | Shiga inhibitor | Pf growth 48h | Tb PYK inh
O=C(NCc1ccc(N2CCCC2=O)cc1)c1cccc(Cl)c1 | 0.7 | 5.5% | 14.3% | 10.5% | -9.6 | 9.7% | 1.1%
COc1ccc(OCCCC(=O)N2CCCc3ccccc32)cc1 | 5.5 | 0.6% | x | u | -7.2 | -7.0% | -5.3%
Cc1nc(N2CCN(S(=O)(=O)c3cccc4nonc34)CC2)c2c3c(sc2n1)CCCC3 | -4.7 | 0.5% | x | u | -5.0 | 8.8% | -5.1%
CC(C)[C@H](NC(=O)c1ccccc1)C(=O)OCC(=O)N1CC2(C)CC1CC(C)(C)C2 (some centres not stated) | -1.8 | 1.1% | u | 2.5% | -6.0 | -10.9% | 2.4%

Going on with the list.
SMILES | Cycloheximide cs | LmPK inhibitor | Pf growth 96h | HCV inhibitor | Shiga inhibitor | Pf growth 48h | Tb PYK inh
Cc1ccc(NC(=O)c2cc(=O)c3ccccc3o2)cc1S(=O)(=O)N1CCOCC1 | -3.4 | 0.9% | 4.65µM* | u | -3.4 | 8.28µM* | 4.3%
CN(CC(O)COc1ccc(S(=O)(=O)N2CCOCC2)cc1Cl)C1CCCCC1 (configuration not stated) | -1.7 | -2.4% | 10.0% | -4.3% | 4.9 | -1.7% | -2.9%
Cn1nc(C(=O)N2CCc3ccccc32)c2ccccc2c1=O | -2.8 | -3.6% | u | 12.4% | -4.6 | -0.4% | 6.4%
CC(CCc1ccccc1)NC(=O)C(=O)N1CCOCC1 (configuration not stated) | 0.6 | 10.3% | 39.1%[activator] | 11.6% | -18.9 | 1.0% | 1.9%
Cc1cc(N2CCN(C)CC2)nc2ccc(NC(=S)NCCCN3CCc4ccccc4C3)cc12 | -8.2 | 8.2% | 24.0% | 11.2µM* | -10.5 | u | 1.0%
C=CCNc1nc(N2CCOCC2)nc(N2CCOCC2)n1 | 5.6 | 1.1% | 13.1µM* | -23.8% | 13.1 | -13.7% | 11.6%
COc1cccc(C(=O)Nc2cc(-c3cn4cccnc4n3)ccc2C)c1 | -2.0 | 2.4% | u | 0.1% | -27.5 | -23.1% | -2.0%
O=S(=O)(/N=C(/Nc1cccc2ccccc12)c1ccccc1)c1cccs1 | 3.9 | 4.4% | 11.7µM* | 1.7% | -2.9 | u | -5.6%
Cc1noc(C)c1CSc1nc2[nH]ncc2c(=O)n1-c1ccccc1 | 5.7 | 0.2% | 17.2% | -5.5%&-27.3% | -5.2 | u | 2.7%
CN(CC(O)COCc1ccccc1F)C1CCCCC1 (configuration not stated) | 12.8 | -3.0% | -6.4% | 4.3% | 7.8 | 21.8% | 4.7%
COc1ccc(NC(=O)C2CCCN(C(=O)Nc3ccc(F)cc3)C2)cc1OC (configuration not stated) | -5.1 | -11.2% | -8.1% | -9.0% | -1.8 | 12.9% | -0.1%
CCNC(=O)c1ccccc1CCc1ccccc1 | -2.7 | -0.5% | 33.0%[activator] | 0.5% | 19.1 | 15.6% | 4.1%
Cc1ccc(S(=O)(=O)NC(CC(=O)NCC2CCCO2)c2ccco2)cc1 (configuration not stated) | -2.0 | 3.4% | u | u | -6.7 | 7.8% | 7.7%
Cc1cc(-c2ccc(C)c(S(=O)(=O)N3CCN(c4ccc(F)cc4)CC3)c2)on1 | -1.6 | -2.2% | u | u | -4.6 | u | -0.8%
CCC1=NN2C(=N)/C(=C\c3cccn3-c3c(C)cccc3C)C(=O)N=C2S1 | -1.8 | 4.2% | 2.3% | 7.0% | 3.0 | -26.5% | -1.8%
O=C(NCCN1CCOCC1)c1ccc2c(c1)N(Cc1ccccc1F)C(=O)c1ccccc1S2 | 2.9 | -2.9% | u | u | -6.4 | u | -2.7%
O=C(CN1CCN(Cc2ccccc2)CC1)NCCc1ccccc1 | 1.3 | -1.4% | 182.9%[activator] | -2.3% | -0.6 | 0.0% | -2.9%
CC1CCCC(NC(=O)CSc2ncccn2)C1C (configuration not stated) | x | x | 5.1% | 18.1% | x | 0.0% | -2.0%
O=C(Oc1cccc(Nc2ncnc3ccccc23)c1)c1ccccc1Cl | -1.4 | 3.7% | -19.3% | u | -4.2 | u | -0.6%
COc1ccc(/C(O)=C2/C(=O)C(=O)N(CC3CCCO3)C2c2cccc(OC)c2)cc1 (configuration not stated) | 4.1 | 1.0% | -0.8% | 7.6% | 23.3 | 1.4% | 6.3%
CCc1nnc(NC(=O)c2ccc(S(=O)(=O)N3CCN(Cc4ccccc4)CC3)cc2)s1 | 7.9 | 3.2% | -14.1% | -3.6% | 3.9 | 37.2% | -8.8%
Cc1cccc(N=C2CSC(=O)N2)c1 | 1.0 | 1.7% | 31.3%[activator] | -4.9% | -3.9 | -19.1% | 4.0%
O=C(Nc1nc2c(cc3c4c(cccc42)CC3)s1)c1ccccc1Cl | 9.9 | -0.1% | -89.4% | 6.31µM* | 16.2 | -12.4% | -3.8%
COCCN(Cc1cn[nH]c1-c1ccc2cc(OC)ccc2c1)C(C)C | 16.5 | 3.3% | 11.7µM* | 1.2% | 27.9 | 14.5% | -4.5%
CCOC(=O)C1CCN(C2=C(NS(=O)(=O)c3ccc(Br)cc3)C(=O)c3ccccc3C2=O)CC1 | 16.0* | -7.7% | u | 11.9% | 4.9 | u | -10.9%
COc1cc(CCC(=O)O)on1 | 0.5 | -6.3% | 46.4%[activator] | -8.0% | 1.8 | u | 4.4%
Cc1ccc(/C=C2\C(=O)ON=C2c2ccccc2)o1 | 1.4 | 1.2% | 18.0% | 20.2% | -6.5 | 15.8% | 2.0%
COc1cc(S(=O)(=O)NCCN2CCOCC2)c(OC)cc1Cl | -1.7 | 0.9% | x | 3.1% | -15.3 | 1.7% | 1.6%
O=C(Nc1ccc2c(c1)nc1n2CCN(C2CCCCC2)C1)NC1CCCCC1 | -2.0 | 0.2% | 0.0% | x | 17.8 | 4.4% | x
CCOC(=O)N1CCN(C(=O)c2ccc(S(=O)(=O)c3ccc(C)cc3)c(NC(C)=O)c2)CC1 | -2.7 | -4.7% | 38.3%[activator] | 8.3% | -4.3 | -6.9% | -0.2%
c1ccc(-c2csc3ncnc(N4CCN(Cc5ccc6c(c5)OCO6)CC4)c23)cc1 | -3.9 | -2.2% | u | u | -2.0 | 13.1µM* | 1.3%
CCOC(=O)c1sc2nc(N3CCCC3)c3c(c2c1N)CC(C)(C)OC3 | 10.8 | -0.3% | x | u | 7.4 | x | -6.2%
O=C(Cc1ccc(Br)cc1)Nc1ccccc1Cl | 1.4 | -0.2% | 15.2% | 0.2% | -1.5 | 2.6% | -4.8%
O=C1C(=O)N(CC(=O)N2CCCC2)c2ccccc21 | 0.4 | 0.8% | 53.8%[activator] | 5.6% | 3.1 | -12.6%[5.75 µM] | 0.5%
Cc1nc2ccc(NS(=O)(=O)c3ccc(F)c(F)c3)cc2s1 | x | x | 5.4% | -11.1% | x | 12.1% | 2.8%
Cc1cc(Nc2ccccc2)nc(-c2ccccc2O)n1 | 34.9* | 4.9% | x | 0.631µM* | 106.8* | 29.2% | 0.3%
CCc1nnc(NC(=O)CSc2ncnc3scc(-c4ccc(C)cc4)c23)s1 | -1.8 | 5.0% | 32.1%[activator] | -12.9% | -1.6 | -5.3% | -3.7%
CC(C)Sc1nc2c([nH]1)c(=N)ncn2Cc1ccccc1 | 3.9 | 0.2% | u | 16.4% | 19.4 | u | -1.3%
Cc1onc(C(=O)NN)c1-c1csc(COc2ccc(Cl)cc2)n1 | 8.8 | -9.7% | 33.1%[activator] | -25.9% | 26.3 | 21.7% | -1.0%
CCc1cc2ccc(C)cc2nc1SCC(=O)NNC(=O)c1ccco1 | -1.3 | 2.0% | 4.65µM* | 5.7% | -8.3 | 16.9% | 2.6%
CCCc1nc2scc(-c3ccccc3)c2c(=O)n1N | 5.1 | -0.6% | x | -15.6% | 36.9 | 4.4% | -1.2%
COc1cccc(NC(=O)CN(C)C(C)C(=O)NC(C)c2ccc(Cl)cc2Cl)c1 (configuration not stated) | x | x | u | u | x | -19.5% | -0.2%
COc1ccc(-c2nc(CN(CC3CCC(=O)N3)C(C)C)c(C)o2)c(C)c1C (configuration not stated) | 24.8* | 0.1% | 31.9%[activator] | u | 86.7* | 0.0% | 1.3%

Not a hit list. Share with any hit: about 24%.
